Assay outcomes from PubChem.
CHRM1 PAM: human M1 muscarinic receptor positive allosteric modulators, primary screen, CHO-K1 cells, Fluo-8 calcium fluorescence, 1536-well | Muscarinic acetylcholine receptor M1 (Homo sapiens), P11229 | CHO-K1 hM1, ACh EC20; 0% = ACh EC20, 100% = maximal ACh | activation, % at 3 µM | 0.088% of 360,000 active; in the data active = activation above about 19%, passing the limit was not always enough
Target sequence (P11229 whole entry, looked up): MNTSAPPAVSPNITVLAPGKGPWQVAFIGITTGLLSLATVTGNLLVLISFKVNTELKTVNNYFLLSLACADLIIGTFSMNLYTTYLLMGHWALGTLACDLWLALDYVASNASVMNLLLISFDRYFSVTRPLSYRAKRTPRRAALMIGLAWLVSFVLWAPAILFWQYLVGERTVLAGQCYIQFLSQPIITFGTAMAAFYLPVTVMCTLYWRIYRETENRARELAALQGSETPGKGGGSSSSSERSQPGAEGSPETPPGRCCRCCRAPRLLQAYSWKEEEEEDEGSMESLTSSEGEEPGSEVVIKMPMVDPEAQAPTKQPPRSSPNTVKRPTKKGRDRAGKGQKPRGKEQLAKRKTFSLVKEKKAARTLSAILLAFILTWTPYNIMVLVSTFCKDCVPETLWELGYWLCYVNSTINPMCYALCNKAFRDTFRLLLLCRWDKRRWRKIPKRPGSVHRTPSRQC
OXTR potentiator: human OXTR potentiators, primary screen, fluorescence, CHO-OTR cells, Fluo-8 calcium; Oxytocin receptor (Homo sapiens), P30559; Fluo-8 calcium fluorescence, potentiator mode; 0% = oxytocin EC15, 100% = EC100; activation, % at 3 µM; 0.061% of 320,000 active;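 active = activation above that plate's cutoff, the mean activation of tested compounds plus 3 SD, cut at about 6.6% in these data, passing the limit was not always enough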;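 also: 100% uses oxytocin at 75 nM as the full agonist control; some results filed as inactive read as strong as hits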
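Assay system: CHO cell line stably expressing human OTR | Also added: Oxytocin at about EC15, sub-maximal agonist stimulus | Times: Compound 6 min at room temperature before oxytocin, 100 s read | Measured by: Fluo-8 intracellular calcium fluorescence, ex 470-495, em 515-575 nm | Controls: EC15 oxytocin alone as 0%, 75 nM oxytocin as 100%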
OXTR agonist: human OXTR agonists, primary screen, fluorescence, CHO-OTR cells, Fluo-8 calcium | Oxytocin receptor (Homo sapiens), P30559 | 0.32% of 320,000 active | Fluo-8 calcium fluorescence; normalized: DMSO 0%, oxytocin 100% | activation, % at 3 µM;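 active = activation above the mean of all tested compounds plus 3 SD, cutoff set per screening run, cut at about 20% in these data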;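 also: peak over basal fluorescence ratio from a 100 s FLIPR kinetic read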
CHRM1 agonist: human M1 muscarinic receptor agonists, primary screen, Fluo-8 calcium fluorescence, CHO-K1 cells, HTS; Muscarinic acetylcholine receptor M1 (Homo sapiens), P11229; CHO-K1 hM1, agonist mode; 0% DMSO, 100% acetylcholine EC100; activation, % at 3 µM; 0.33% of 360,000 active; AID 588814, 2011;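 active = activation above the run's mean compound activation plus 3 SD, cut at about 16% in these data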;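 also: peak over basal fluorescence ratio within a 140 s kinetic read after compound addition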
CHRM1 antagonist: human M1 muscarinic receptor antagonists, primary screen, CHO-K1 cells, Fluo-8 calcium fluorescence, 1536-well | inhibition, % at 3 µM | 1.3% of 360,000 active | AID 588852, 2011 | CHO-K1 hM1, ACh EC80 antagonist | Muscarinic acetylcholine receptor M1 (Homo sapiens), P11229;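 active = percent inhibition above its own plate's cutoff, namely the mean of that plate's compound wells plus 3 SD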;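 also: peak over basal fluorescence ratio during 140 s after agonist addition; 0% = ACh EC80 plus DMSO and 100% = DMSO alone without agonist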
CHO parental Ca: ATP-evoked calcium signal inhibitors, parental CHO, primary screen, counter-screen for OX1R antagonist project, cell-based, fluorescence, Fluo-8 calcium dye. 0.63% of 330,000 active. parental CHO-K1, ATP-induced calcium, Fluo-8 fluorescence. inhibition, % at 5.6 µM;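 active = inhibition above that plate's mean sample inhibition plus 3 SD, cut at about 26% in these data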;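 also: 0% = ATP-challenged DMSO wells and 100% = DMSO wells without ATP; some compounds past the cut are filed as inactive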
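Assay system – parental CHO cells · Reagent – ATP stimulus · Detection – intracellular calcium via Fluo-8 no-wash fluorescent dye · Evaluation – percent inhibition of ATP-evoked calcium rise, normalized to controls · Controls – ATP wells versus no-ATP DMSO wells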
TAAR1 agonist: human TAAR1 agonists, primary screen, Fluo-8 calcium fluorescence, CHO RD-HGA16 cells; vehicle wells 0%, saturating PEA agonist 100%; activation, % at 3 µM; AID 624467, 2012; Trace amine-associated receptor 1 (Homo sapiens), Q96RJ0; 0.99% of 360,000 active;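 active = activation above the mean activation of all test compounds in the run plus 3 SD, cut at about 38% in these data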
Target sequence (Q96RJ0 whole entry, looked up): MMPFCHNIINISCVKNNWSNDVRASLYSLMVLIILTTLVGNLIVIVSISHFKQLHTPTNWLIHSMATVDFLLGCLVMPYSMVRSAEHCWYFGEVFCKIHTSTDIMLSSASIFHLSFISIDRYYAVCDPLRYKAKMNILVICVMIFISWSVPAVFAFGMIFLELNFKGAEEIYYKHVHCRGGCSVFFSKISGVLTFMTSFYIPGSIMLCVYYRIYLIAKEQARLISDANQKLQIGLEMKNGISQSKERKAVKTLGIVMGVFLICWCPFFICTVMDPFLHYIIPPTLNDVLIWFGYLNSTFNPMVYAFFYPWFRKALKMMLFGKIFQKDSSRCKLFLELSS
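Test system: RD-HGA16 (CHO) cells co-expressing Gα16 and hTAAR1 | Doses: Single dose, 3 µM | Schedule: 17-24 h seeding, 75 min 37 °C dye, 30 min RT | Evaluation: % activation from peak over basal fluorescence ratio, DMSO-to-PEA scaled | Technique: Kinetic Fluo-8 calcium fluorescence | Benchmarks: Low control DMSO, high control PEA (EC100)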
TAAR1 antagonist: human TAAR1 antagonists, primary screen, Fluo-8 calcium fluorescence, CHO RD-HGA16 cells; antagonist; 1.5% of 360,000 active; inhibition, % at 3 µM; Trace amine-associated receptor 1 (Homo sapiens), Q96RJ0;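 active = inhibition above a per-plate cutoff, the mean inhibition of test compounds on that plate plus 3 SD, cut at about 49% in these data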;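 also: 0% = DMSO plus EC80 beta-PEA response and 100% = DMSO alone without agonist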
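System: CHO RD-HGA16 cells bearing hTAAR1. Reagent: EC80 β-phenethylamine stimulus. Schedule: seeding 17-24 h prior, 75-min 37 °C, 30-min RT dye loading. Signal: Fluo-8 intracellular calcium dye fluorescence, real-time kinetic reads. Read-out: % inhibition from peak post-agonist over basal fluorescence ratio. Benchmarks: vehicle wells and EC80 agonist wells. Replicates: n of 1.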
V1R ag counter: agonists of human V1a receptor, primary screen, counter-screen for OXTR agonist project, fluorescence, CHO-V1R cells. Fluo-8 calcium fluorescence, agonist mode; 0% DMSO, 100% 3 nM vasopressin. 0.25% of 320,000 active. activation, % at 3 µM;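 active = activation above the mean activation of all tested compounds plus 3 SD, per screening run, cut at about 20% in these data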;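 also: signal is peak over basal fluorescence ratio across a 100 second FLIPR read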
Starred values were filed as active, the others as inactive; x = not tested or not shown. The order is random; 3.7% or so of the library scored in one or more.

nr	Compound	CHRM1 PAM	OXTR potentiator	OXTR agonist	CHRM1 agonist	CHRM1 antagonist	CHO parental Ca	TAAR1 agonist	TAAR1 antagonist	V1R ag counter
1	NC(=O)C1CCN(C(=O)COc2ccc(S(=O)(=O)NC3CCCC3)cc2)CC1	4	-11	-0.3	-4	1	4	2	12	0.1
2	CCOc1ccccc1NC(=O)CS(=O)(=O)c1cn(CC(=O)N2CCOCC2)c2ccccc12	1	-4	-0.7	-2	-5	-13	2	7	-1.1
3	Cc1nn(C)c(C)c1NC(=O)c1ccccc1NC(=O)Nc1ccccc1	20	-2	-0.1	1	-11	-7	3	20	0.9
4	c1ccc(CSc2nnc(-c3ccncc3)o2)cc1	16	2	0.1	0	-2	-2	0	12	0.4
5	Cc1ccc(NC(=O)CS(=O)CC(=O)NCC2CCCO2)cc1 (stereo not given)	3	-12	0.2	-4	-6	4	0	-5	0.9
6	CCSc1nnc(NC(=O)CSc2nccn2-c2cc(C)cc(C)c2)s1	x	-9	0.6	x	x	-20	21	30	1.4
7	CC(C)(C)OC(=O)Cn1c(=O)cnc2ccccc21	13	-2	0.0	-4	-20	8	9	10	-0.1
8	CCC(C(=O)O)n1cnc2scc(-c3ccc(C)c(C)c3)c2c1=O (stereo not given)	8	-10	-1.4	-3	-15	-4	10	6	0.1
9	COC(=O)Cn1cnc(=O)c(C#N)c1/C=C/N(C)C	15	x	x	1	-19	x	3	-2	x
10	Cc1c(C)c(C)c2[nH]c(-c3ccc4c(c3)OCO4)nc2c1C	0	-4	-1.0	-5	0	-14	x	x	-0.9
11	C=CCn1c(COc2cccc(C)c2)nnc1SCC(=O)c1c[nH]c2c(CC)cccc12	10	-7	-0.4	-6	-2	-9	4	10	0.0
12	Cc1ccc(CN2CCCCC2C(=O)Nc2ccc(Oc3cccnc3)cc2)o1 (stereo not given)	-14	-3	-0.6	-6	22	-24	2	-8	0.4
13	CC1=NN(c2ccccc2)C(=O)/C1=C/c1c(O)n(-c2ccc(F)c(Cl)c2)[nH]c1=O	x	-3	-1.1	x	x	-4	x	x	-1.2
14	Cc1ccc(S(=O)(=O)NCC(C)n2cncn2)cc1 (stereo not given)	0	-5	-0.2	-1	-2	-6	2	-18	0.0
15	Cc1nn(C(C)(C)C)c(OC(=O)C2CCCC2)c1S(=O)(=O)c1ccccc1	-3	x	x	-4	-5	x	2	4	x
16	CCN(CC(=O)Nc1ccc(NC(C)=O)cc1)C(=O)/C=C/c1ccc2c(c1)OCO2	11	-8	1.0	-1	-24	9	2	-20	0.1
17	O=C(Nc1ccccc1)N1N=C(c2ccc(F)cc2)CC1c1ccc(F)cc1 (stereo not given)	6	1	-1.9	-9	-22	-30	4	20	0.7
18	O=C(Nc1ccccc1Cl)c1cccc(NC(=O)C2C3CC4OC(=O)C2C4C3)c1 (stereo not given)	-5	-14	-0.9	-1	10	-8	3	-7	0.9
19	Cn1cccc1CC(=O)N/N=C/C=C/c1ccccc1	3	0	-0.4	-5	-6	-8	16	6	-0.4
20	Cc1cccnc1NC(=S)NC(=O)/C=C/c1ccccc1	-4	0	-1.0	-7	6	-21	3	7	-0.7
21	Cc1ccc(N(CC(=O)NCc2ccc(F)cc2)C(=O)c2csnn2)c(C)c1	7	-10	-0.5	-1	-7	-14	1	3	2.2
22	COc1cccc(-c2onc3ccc(C(=O)/C=C/N(C)C)cc23)c1	0	-11	-0.6	-3	0	-7	4	4	0.3
23	CCC/C=C/c1ccc(CN2C(C(C)C)C(=O)N(Cc3cn(CCC4OCCCO4)nn3)CCS2(=O)=O)cc1 (stereo not given)	5	x	x	-2	-10	x	1	-8	x
24	CCCn1c(SCC(=O)c2cc(C)n(C3CC3)c2C)n[nH]c1=O	7	-4	2.3	-4	10	-12	6	-7	0.7
25	COc1ccccc1CNC(=O)C(NC(=O)c1ccccc1)C(C)C (stereo not given)	8	0	-0.7	-4	-18	-18	8	10	-0.1
26	CC(=O)N1CCc2cc(S(=O)(=O)NCCC(=O)Nc3cccc(C)c3C)ccc21	2	-8	-0.6	-2	-13	-26	2	1	0.9
27	COCCCNC(=O)c1cc(C(=O)Cc2ccccc2)c[nH]1	7	1	0.9	-2	-2	-2	7	-17	0.5
28	O=Cc1c[nH]c2ccc(C(=O)c3ccccc3)cc12	9	-22	1.9	1	-27	12	0	-2	4.3
29	CN(C)S(=O)(=O)c1cccc(NC(=O)COC(=O)C2CCN(C(=O)c3ccc(F)cc3)CC2)c1	-8	-9	-0.2	-1	9	-11	0	-1	0.3
30	COc1ccccc1N1C(=O)c2cccc3c(N(C)CCO)ccc(c23)C1=O	8	-10	18	11	-17	8	22	8	31*
31	C[N+]1(CCCOC(=O)C2(c3ccccc3)CCCC2)CCOCC1	-23	5	0.5	-9	100*	-6	3	2	1.0
32	CCc1cc(C(=O)NNC(=O)CCN2CCN(c3ccccc3)CC2)sc1C	1	2	-0.8	-4	-3	-26	2	-28	0.5
33	OCC[C@@H]1C[C@@H](O)[C@H](O)[C@]2(CCCO2)O1	3	1	-0.7	-4	-8	-1	10	1	0.2
34	COc1ccccc1NS(=O)(=O)c1cc(NC(=O)CN2C(=O)NC3(CCCC3)C2=O)ccc1C	8	-5	0.4	-3	-6	-14	0	-14	0.2
35	CCOC(=O)c1c(C)[nH]c2cc(Br)c(O)cc12	6	-5	-2.5	-3	-10	-4	1	1	-0.5
36	C[C@@]12C(=O)N(Cc3ccco3)CC(=O)N1[C@H]1c3ccccc3OC[C@@H]1[C@@H]2c1ccccc1	6	-4	-0.8	-3	-14	-16	18	5	-1.1
37	Cc1cc(C)c(C)c(S(=O)(=O)N2CCN(C(=O)c3ccccc3OCc3c(C)noc3C)CC2)c1C	0	-6	-2.5	-5	-2	-24	12	16	0.6
38	O[C@@H]1C[C@H](c2ccccc2)N(Cc2cccs2)C[C@H]1n1cc(C2CC2)nn1	-8	x	x	-4	-5	x	0	-9	x
39	Cc1cccc(NC(=S)Nc2cccc(C)n2)n1	11	-13	-2.6	-2	-5	-9	0	-20	-1.3
40	CC(=O)OC(COC1C[C@@H]2CC[C@@]1(C)C2(C)C)C[N+]1(C)CCCCC1 (stereo not given in full)	-5	0	0.6	-7	5	-4	10	-16	-0.2
41	CC(=O)Nc1ccc(N2CCOCC2)c(S(=O)(=O)Nc2ccccc2Cl)c1	7	x	x	-4	-13	x	0	8	x
42	C[C@H]1CN([C@@H](C)CO)C(=O)CCCn2nncc2CO[C@@H]1CN(C)Cc1cccc(C(F)(F)F)c1	6	x	x	-8	-16	x	3	-19	x
43	COc1cc(N(C(=O)Cc2cccs2)C(C(=O)NC2CCCCC2)c2cccc(OC)c2OC)ccc1-n1cnnn1 (stereo not given)	-4	-2	-2.0	-6	1	-8	3	-27	-0.3
44	CC1CCCC(NC(=O)COC(=O)c2n[nH]c3ccccc23)C1C (stereo not given)	11	-7	1.4	0	-4	-9	11	-5	1.0
45	CC(NC(=O)COC(=O)C1CC2CCCC(C1)C2=O)c1ccccc1 (stereo not given)	11	9	3.6	-3	-10	-6	1	15	1.0
46	CCOC(=O)N1CCN(C(=O)c2ccc(N(C)S(=O)(=O)c3ccc(C)cc3)cc2)CC1	-7	-14	13	0	13	-5	0	-15	7.4
47	CCC(Sc1nc(C)cc(C)n1)C(=O)NC1=NN=C(c2ccc(C)cc2)CS1 (stereo not given)	2	-7	-0.6	-3	-3	-12	4	11	0.7
48	CS(=O)(=O)N(CC(=O)N1CCN(c2cccc(Cl)c2)CC1)c1cccc(F)c1	-2	-12	6.5	1	-18	-4	11	16	10
49	CCOc1ccccc1N1CCN(C(=S)Nc2ccc(S(N)(=O)=O)cc2)CC1	8	-1	0.0	-8	-3	-15	1	-2	0.8
50	O=C(COC(=O)c1cc(=O)[nH]c2ccccc12)Nc1ccccc1F	-3	-3	-0.2	5	-2	-11	4	25	-0.3
51	CC(C)=CCN1CCN(Cc2ccc(C#CC(C)(C)O)cc2)CC1CCO (stereo not given)	5	-5	-0.3	-15	-7	-15	2	-10	0.7
52	CCOc1ccccc1N(CC)C(=O)c1nn(C)c2c1CSc1ccccc1-2	0	-6	-3.0	-4	-4	-28	-2	-15	-1.3
53	COc1ccc(SCCc2ccncc2)cc1	9	-26	3.6	0	-13	5	1	-16	7.9
54	N#Cc1nc(-c2ccccc2Cl)oc1N1CCCCC1	0	-12	-1.7	-5	-7	3	12	4	-1.8
55	COc1ccc(CNC(=O)CCN2C(=O)c3ccncc3C2=O)cc1OC	4	0	0.6	-3	-8	-2	0	-14	1.0
56	COCCNC(=O)C(=O)NCC1OCCN1S(=O)(=O)c1ccc(C)cc1 (stereo not given)	4	3	-0.1	-2	-12	6	0	2	-0.4
57	CC(=O)c1ccc(NC(=O)CCCN2C(=O)/C(=C/C(C)=C/c3ccccc3)SC2=S)cc1	-2	-7	0.0	-4	5	-5	0	10	0.4
58	CCC(CC)c1nnc(NC(=O)CC(C)c2ccccc2)s1 (stereo not given)	11	-7	6.2	0	-10	-22	8	-9	1.4
59	CC(C)(C)c1ccc(NC(=O)CNC2CCCc3ccccc32)cc1 (stereo not given)	6	-11	-1.5	-9	-8	-17	14	5	-0.5
60	O=C1Nc2ccccc2C1=Nc1ccc2[nH]c3ccccc3c2c1	20	x	x	5	-12	x	2	0	x
